Screens as filed in PubChem BioAssay.
ERp5 inh: inhibitors of human ERp5 | Q15084 | 350,000 tested, 0.05% active | inhibition, % at 9.99 µM | AID 651711 | ERp5 insulin aggregation, absorbance 650 nm, 90 min;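 active = mean replicate inhibition above about 25%, with every replicate also reaching it, limit read from the data, passing the limit was not always enough; inconclusive = only one of those two criteria met; inactive = neither criterion met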
Target sequence (Q15084 whole entry, looked up): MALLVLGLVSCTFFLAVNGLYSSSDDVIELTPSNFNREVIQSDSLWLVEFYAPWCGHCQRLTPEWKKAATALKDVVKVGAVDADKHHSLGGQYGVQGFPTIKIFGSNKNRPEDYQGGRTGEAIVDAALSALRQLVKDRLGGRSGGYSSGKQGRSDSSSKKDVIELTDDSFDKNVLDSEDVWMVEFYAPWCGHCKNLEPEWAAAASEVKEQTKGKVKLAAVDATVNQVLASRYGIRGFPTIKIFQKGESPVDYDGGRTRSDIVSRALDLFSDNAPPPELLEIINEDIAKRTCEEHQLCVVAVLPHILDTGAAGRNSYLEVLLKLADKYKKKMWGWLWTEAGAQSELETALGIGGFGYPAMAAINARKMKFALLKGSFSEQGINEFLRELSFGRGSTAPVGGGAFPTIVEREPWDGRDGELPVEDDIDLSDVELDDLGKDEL
ARNT-TACC3 inh: disrupts binding between human ARNT and TACC3; Q9Y6A5; AlphaScreen His-ARNT PAS-B/GST-TACC3 binding, luminescence; TACC3 fragment carries E629A point mutation; inhibition, % at 9.99 µM; 390,000 tested, 0.66% active;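 active = mean inhibition of replicates at least 50% and at least half of replicates each reaching 50%; inconclusive = half or more replicates reach 50% but mean below 50%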;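 note: 0% = complete ARNT plus TACC3 wells and 100% = ARNT alone without TACC3; many hits fall short of the cut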
C2C12 statin: protects C2C12 myotubes from simvastatin toxicity | AID 602340 | ATP luminescence, 48 h; scaled: DMSO 0, geranylgeraniol control 100 | 330,000 tested, 0.78% active | rescue of ATP level, % at 7.49 µM;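 active = mean ATP rescue above about 67%, or every replicate alone reaching that limit, limit read from the data, passing the limit was not always enough; inconclusive = no clear call, values can overlap the other calls; inactive = mean under the limit and some replicate under it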;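 note: myotubes were challenged with 10 µM simvastatin during compound exposure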
Cneo AK release: causes C. neoformans cell lysis | adenylate kinase release luminescence, 4 h; normalised: neutral wells 0, clomiphene wells 100 | lysis activity, % at 15 µM | 360,000 tested, 0.2% active | AID 651654;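 active = mean lysis activity across replicates of at least 80%, whatever share of replicates individually reach that level; inactive = mean lysis activity below 80%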
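Assay system: Cryptococcus neoformans yeast cells / Dosing: single-point compound dose / Timing: 4 h at 37 °C static, read 1 h later / Measured by: luminescence of released adenylate kinase using an AK detection reagent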
esBAF inh: blocks esBAF chromatin remodeling in mouse ES cells; Bmi1-luciferase knock-in reporter, 24 h; 100% = twice the neutral-well signal; reporter increase, % at 12.5 µM; 350,000 tested, 2% active; AID 602393; in the data active = activation above about 40%; inconclusive = no clear call, values can overlap the other calls;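 note: 0% = median of the plate's neutral control wells and 100% = double that signal; a rise in the Bmi1 reporter signal indicates esBAF inhibition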
miR122 inh: blocks miR-122 activity in Huh7 sensor cells; Huh7 miR-122 Renilla luciferase sensor, 48 h; neutral wells = 0, positive control = 100; activation (reporter increase), % at 12.5 µM; 340,000 tested, 0.3% active; AID 602342;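 active = mean replicate activation score at least 90 and every replicate individually at or above 90; inconclusive = only one of the two criteria met; inactive = neither criterion met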;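 note: higher luciferase means less miR-122 activity so hits act as miR-122 inhibitors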
SIRT5 block: sirtuin-5 (human) deacylase inhibition | AID 652115 | 330,000 tested, 1.1% active | inhibition, % at 15 µM | Purified SirT5, succinyl-peptide AMC, trypsin-coupled fluorescence | Q9NXA8; in the data active = inhibition above about 15%; inconclusive = no clear call, values can overlap the other calls
Target sequence (Q9NXA8 whole entry, looked up): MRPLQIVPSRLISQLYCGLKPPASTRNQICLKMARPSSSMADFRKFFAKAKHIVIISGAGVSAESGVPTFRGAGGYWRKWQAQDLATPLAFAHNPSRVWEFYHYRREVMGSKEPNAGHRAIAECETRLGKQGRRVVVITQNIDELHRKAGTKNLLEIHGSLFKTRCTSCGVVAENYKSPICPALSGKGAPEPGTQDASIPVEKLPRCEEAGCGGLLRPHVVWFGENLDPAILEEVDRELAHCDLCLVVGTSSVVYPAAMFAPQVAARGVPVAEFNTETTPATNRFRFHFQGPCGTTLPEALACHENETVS
* hit, by the source's call; ? = inconclusive; nt = no result given; & = joins results of further samples; [ ] = remark or other dose.

Every second line gives: ERp5 inh, ARNT-TACC3 inh, C2C12 statin, Cneo AK release, esBAF inh, miR122 inh, SIRT5 block
CC1CCN(C(=O)COC(=O)/C=C/c2ccc(Br)o2)CC1
  -3, 0, -2, -1, 7, nt, 2
Cc1noc(C)c1NC(=O)Nc1ccc2c(c1)C(=O)N([C@@H](C)CO)C[C@H](C)[C@@H](CN(C)C)OCCCC[C@H](C)O2
  -8, -10, -9, 2, 1, 1[16.7 µM], 2
N#Cc1cnn2ccc(-c3ccc4c(c3)CCC4)nc12
  14, -3, -5, 2, 26, -4, -24
O=C(NCc1csc2ccc(Cl)cc12)Nc1cccc2ccccc12
  5, 2, nt, nt, nt, nt, -3
O=C(Nc1ccc(Cl)cc1)Nc1cccnc1
  -9, 2, 0, -7, 34, -3, -3
O=C(C[n+]1ccccc1)Nc1ccccc1Br
  1, nt, nt, nt, nt, 0, 9
O=C(c1cccc(F)c1)N1CCN(C(=O)C(c2ccccc2)c2ccccc2)CC1
  -2, -7, -8, -2, 0, -1, -2
C/C=C/c1cnc2c(c1)C(=O)N([C@H](C)CO)C[C@H](C)[C@H](CN(C)C(=O)Cc1cccnc1)O2
  -5, -4, 9, 3, -1, -2[16.7 µM], 2
Fc1ccc(-c2nc3ccc(Br)cn3c2Cc2ccsc2)cc1
  4, nt, -7, -2, 19, 3, 1
Cc1cccc(C)c1NC(=O)C(c1ccccc1)N1CCN(c2ccc(F)cc2)CC1 (configuration not stated)
  7, nt, 5, -1, -4, 0, -7
O=C(c1ccsc1)N1CCCC(N2CCN(c3cccc(C(F)(F)F)c3)CC2)C1 (configuration not stated)
  0, 6, nt, -2, nt, nt, -1
CC(C)(C)C(=O)Nc1nnc(SCc2cccc(F)c2)s1
  1, -7, nt, nt, nt, nt, -3
COCC(=O)N(C)C[C@H]1Oc2ncc(-c3cccc(OC)c3)cc2C(=O)N([C@H](C)CO)C[C@H]1C
  4, -5, 11, -1, -1, -2[16.7 µM], -3
COc1ccc(N(CC(=O)NCc2ccc(Cl)cc2)S(=O)(=O)c2c(C)n[nH]c2C)cc1
  5, -1, 2, 0, 5, -4, -4
COc1cccc(S(=O)(=O)Nc2ccc3c(c2)[C@@H]2C[C@@H](CC(=O)NCc4ccccc4F)O[C@H](CO)[C@@H]2O3)c1
  -2, 2, 2, 2, 14, 10[16.7 µM], -1
CC(=O)c1ccc(N2CCN(C(=O)c3cc4c(C)nc5ccccc5c4o3)CC2)cc1
  0, 3, -77, -3, -10, 0, -1
Cc1nc([N+](=O)[O-])cn1-c1ccc(N)cc1
  0, 1, 6, 0, -1, -10, 1
C[C@@H]1CN([C@@H](C)CO)C(=O)c2c(c3ccccc3n2C)-c2ccccc2CO[C@H]1CN(C)C(=O)[C@H](C)c1ccccc1
  0, nt, -5, 2, 13, 2, 6
COCCNC(=S)Nc1cc(OC)c(OC)cc1C#N
  2, 50*, nt, nt, nt, nt, 0
COc1cccc2c1Oc1ncccc1N(C(=O)CCC(=O)NCc1cccc(C)c1)C2
  -1, -2, -5, -5, -2, -1, 1
Cc1cc(C)cc(C(=O)N(NC(=O)Nc2ccc(Cl)cc2)C(C)(C)C)c1
  nt, 32, 16, -1, 5, 2, nt
COc1ccc(S(=O)(=O)Nc2ccc3c(c2)C(=O)N([C@H](C)CO)C[C@H](C)[C@@H](CN(C)S(=O)(=O)c2cn(C)cn2)OCCCC[C@H](C)O3)cc1
  9&10, -4, 2, -2&1, -1&-1, -7, 9&-6
Cc1ccccc1-c1nc(-c2ccccn2)no1
  0, 13, nt, nt, nt, nt, 2
O=C(Nc1cccc(-c2cccc(Cl)c2)c1)C1CCN(Cc2ccccn2)CC1
  -4, 4, -15, 5, -9, 1, -4
C[C@]1(CC/C(=C/CO)CO)[C@H](CO)CC[C@@]23COC(=O)C2=CCC[C@@H]31
  12, -6, -1, -1, 2, -1, -2
O=C(NCC1CCN(Cc2cccc(Cl)c2)CC1)Nc1ccc(Cl)cc1
  4, 3, -17, 0, 3, -7, -5
CC(=O)N/C(=C/c1ccc(OS(=O)(=O)c2ccc(C)cc2)cc1)C(=O)NCCCO
  0, nt, nt, 2, nt, -10, -4
COc1ccc(OC)c(C(=O)c2coc3ccc(OC)cc23)c1
  nt, 12, nt, 1, 7, 2, nt
COc1ccc(C(=O)C2CCCN(C(=O)C3=CCCC3)C2)cc1OC (configuration not stated)
  0, 5, nt, nt, nt, nt, -7
CN(C)S(=O)(=O)N1CCC(Oc2ccc(C(=O)NCCc3cscn3)cc2)CC1
  4, -22, -1, 2, 0, nt, 1
NC(=O)CC(NC(=O)c1ccc(Br)cc1)c1ccc(NC2CCCCC2)c([N+](=O)[O-])c1 (configuration not stated)
  1, -11, -3, 0, -13, nt, -1
COc1ccc(CN(C)C[C@H]2OCCCC[C@H](C)Oc3ccc(NS(=O)(=O)c4c(C)noc4C)cc3C(=O)N([C@H](C)CO)C[C@@H]2C)cc1
  nt, -6, nt, 1, -5, 1[16.7 µM], nt
Cc1ccc(NC(=S)N2CCC(N(C)CC3CCCO3)CC2)c(C)c1 (configuration not stated)
  nt, -11, -5, 3, -4, 8, nt
C[C@@H]1CCCCO[C@@H](CN(C)C(=O)Nc2ccccc2)[C@H](C)CN([C@H](C)CO)C(=O)c2cc(NC(=O)Nc3cccc4ccccc34)ccc2O1
  -3, -7, nt, -4, 10, -8[16.7 µM], -1
CCc1nnc2n1N=C(c1ccc(Cl)cc1)CS2
  6, 11, -4, -4, -6, -3, 0
CC(=O)c1c(C)[nH]c(C(=O)OC(C)C(=O)Nc2cc(S(=O)(=O)N3CCCCC3)ccc2Cl)c1C (configuration not stated)
  nt, -2, nt, -2, nt, -5, nt
CCC(=O)Nc1ccc2c(c1)C(=O)N(C)C[C@H](OC)[C@H](C)CN(Cc1nccs1)[C@H](C)CO2
  nt, nt, 1, nt, 2, -5[16.7 µM], nt
O=C(CCN1C(=O)c2ccccc2C1=O)Nn1cnnc1
  -2, -1, 15, 1, 5, nt, -4
COc1ccc2cc(CCNC(=O)c3cccc([N+](=O)[O-])c3)c(=O)[nH]c2c1
  2, -4, nt, nt, nt, nt, -3
COc1ccc(/C=C/C(=O)O/N=C(\N)c2cccnc2)cc1OC
  -5, 1, -6, nt, ?, -5, 3
C[C@@H]1CCCCO[C@@H](CN(C)C(=O)c2ccccc2)[C@@H](C)CN([C@@H](C)CO)C(=O)c2cc(NS(=O)(=O)c3ccc(Cl)cc3)ccc2O1
  0, 0, nt, 2, -4, -4[16.7 µM], -4
CN(CC(=O)Nc1cccc(F)c1)C(=O)c1cccc(S(=O)(=O)N2CC3(C)CC2CC(C)(C)C3)c1 (configuration not stated)
  -7, 4, -12, -1, 12, 5, -1
Cc1ccc(S(=O)(=O)Nc2ccc3c(c2)CC(=O)N([C@@H](C)CO)C[C@H](C)[C@H](CN(C)Cc2ccccc2)O3)cc1
  -2, 0, 22, 0, -2, -9[16.7 µM], 3
Cc1cc(N=Nc2ccccc2)cc(C)c1NC(=O)C(F)(F)F
  -7, 9, nt, nt, nt, nt, -1
C[C@H](CO)N1C[C@H](C)[C@H](CN(C)CC2CC2)OCc2ccccc2-c2c(n(C)c3ccccc23)C1=O
  -1, 6, -4, 46, -12, nt, 9
Cc1ccc2c(Cl)cc(Cl)c(OCC(=O)N3CCCC3)c2n1
  5, -11, nt, nt, nt, -2, 0
CC(C)Oc1ccc(C(=O)Nc2nnc(C3=COCCO3)o2)cc1
  -3, 21, -1, 1, 2, -6, 2
O=C(Cn1ccc(NC(=O)OCc2ccccc2)nc1=O)NCC1CCCO1 (configuration not stated)
  5, 8, 9, 4, -5, -2, -8
O=C(CSCc1ccccc1)NCc1ccc2c(c1)OCO2
  nt, nt, 6, -1, -8, 1, nt
O=C(C[C@H]1C[C@@H]2c3cc(NC(=O)CC4CC4)ccc3O[C@@H]2[C@H](CO)O1)NCC1CC1
  2, 2, -5, 59, -4, 4[16.7 µM], 1

Next entries follow:
Every second line gives: ERp5 inh, ARNT-TACC3 inh, C2C12 statin, Cneo AK release, esBAF inh, miR122 inh, SIRT5 block
O=C(N=Nc1c(O)[nH]c2ccccc12)c1ccc(CN2CCOCC2)cc1
  7, 5, -7, 1, 13, 1, -2
CN(C)C(CNC(=O)Nc1cccc(Cl)c1)c1cccnc1 (configuration not stated)
  nt, -4, 3, 11, 1, -2, nt
CCSc1ccccc1C(=O)Nc1nncs1
  nt, -2, nt, 0, nt, 1, nt
Cc1nn(-c2ccccc2)c(Cl)c1C(=O)NCc1ccccc1F
  6, -11, -2, 0, 2, 3, 7
CC(=O)c1cccc(Nc2ccc(-c3ccccc3F)nn2)c1
  3, 3, nt, nt, nt, nt, -2
COc1ccc(NC(=O)Nc2ccc3c(c2)C(=O)N([C@@H](C)CO)C[C@H](C)[C@H](CN(C)Cc2ccc4c(c2)OCO4)O3)cc1
  -1, -1, -13, 0, 2, -14[16.7 µM], -6
Cc1cc(NC(=O)CSc2nnc(-c3ccc(Cl)s3)o2)no1
  nt, nt, nt, -1, 9, 8, nt
Cc1noc(C)c1C(=O)OCC(=O)NC1CC1
  nt, -10, 2, 1, -6, 0, nt
CC(=O)N1CCN(c2ccc(NC(=O)c3ccc(Br)o3)cc2Cl)CC1
  -5, 3, -15, 2, 12, 11, -6
CSCCC(NC(=O)c1ccccc1)C(=O)N1CCN(Cc2ccc(Cl)cc2)CC1 (configuration not stated)
  0, 5, 2, 0, nt, -5, -3
Cc1ccccc1C(=O)Oc1ccc(Cl)cc1C(=S)N1CCOCC1
  9, 19, -2, -4, -10, 9, -2
COc1ccc2[nH]c(C(=O)O)c(CCC(=O)O)c2c1
  nt, -5, 9, -1, -8, -3, nt
CCC(=O)N[C@H]1C=C[C@H](CC(=O)NCc2ccc(OC)cc2)O[C@@H]1CO
  -5, -16, 1, 0, -1, -1[16.7 µM], nt
N#CCCn1cc(/C=N/N=C2\NC(=O)C(CC(=O)O)S2)c(-c2ccc(F)cc2)n1 (configuration not stated)
  5, 10, 11, -1, 2, -9, 3
Cc1ccc(S(=O)(=O)N2CCN(C(=O)c3cc(S(=O)(=O)N(C)C)ccc3N3CCCC3)CC2)c(C)c1
  3, -4, 10, 5, -1, 19, -2
CC(=O)N(c1ccccc1C)C1CCCC1
  0, -1, -3, 0, 0, -5, -10
COc1ccc(CC(=O)Nc2cc(C)on2)cc1OC
  nt, 1, 111*, 0, -3, -9, nt
COc1cc(Cl)ccc1OC1(C)CCN(Cc2cccc(OC)c2OC)C1 (configuration not stated)
  1, nt, -16, -1, -11, -6, nt
C[C@H](CO)N1C[C@H](C)[C@@H](CN(C)Cc2ccccc2)Oc2cc(C3=CCCC3)ccc2S1(=O)=O
  1, -13, -15, 15, 0, 19[16.7 µM], 17*
Cn1c(=O)[nH]c(=O)c2c1nc(Br)n2CC(O)COc1ccccc1 (configuration not stated)
  2, 0, 17, 2, -6, nt, 3
COc1ccc(-n2c(=O)n(Cc3ccccc3)c(=O)c3[nH]cnc32)cc1
  3, 1, -4, nt, -2, nt, -3
O=C(NCCc1ccccn1)c1n[nH]c(=O)c2ccccc12
  nt, -12, 2, 6, 12, 4, nt
CCN(CC)c1ccc(NC(=O)CN(C)Cc2cccs2)cc1
  -5, nt, -52, -1, -1, 10, -3
CCCC(=O)Nc1ccc2c(c1)OC[C@@H](C)N(C(=O)c1cnccn1)C[C@@H](C)[C@H](OC)CN(C)C2=O
  -6, -5, -15, 1, -1, nt, -4
Cc1cccc(S(=O)(=O)N(C)C[C@@H]2OCc3ccccc3-c3ccccc3C(=O)N([C@@H](C)CO)C[C@H]2C)c1
  4, 1, nt, 0, -1, nt, 6
Cc1cccc(NC(=O)Nc2ccc(C)cc2Br)c1
  nt, -3, nt, -5, nt, 4, nt
Cc1ccccc1-c1ccc([C@H]2[C@H](CO)N3CCCCN(S(=O)(=O)c4cn(C)cn4)C[C@@H]23)cc1
  4, 8, nt, 0, nt, -7[16.7 µM], 2

Single values from the results shown:
Value of O=C(NCCc1ccccn1)c1n[nH]c(=O)c2ccccc12 in miR122 inh: 4
Value of Cc1cccc(S(=O)(=O)N(C)C[C@@H]2OCc3ccccc3-c3ccccc3C(=O)N([C@@H](C)CO)C[C@H]2C)c1 in ARNT-TACC3 inh: 1
